# Pf Dd2 growth: qHTS Primary assay for Inhibitors of Plasmodium falciparum Dd2 growth in vitro | P. falciparum Dd2 growth, SYBR Green, 72 h | Potency, µM (doses to about 28.9 µM), for the others: top-dose activity, negative = inhibition, usual class: inhibitors | hit rate 4.3% among 120,000; active means well fitted inhibition curve with a large enough effect; inconclusive means small, poorly fitted or top-dose-only effect; inactive means no such curve, though single readings can be large or run the other way;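 further: plate controls were DMSO vehicle for no effect and reference drug for full effect; nearly all actives have a fitted effect of over 65% in size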
#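 Readout: SYBR Green fluorescence, 485 nm excitation, 535 nm emission, after ~16 h lysis at 37C. Before that, Dd2-infected red cells (2.5% hematocrit) grew 72 h with compound, 29 uM top final concentration.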
# * hit, by the source's call; i = inactive; ? = inconclusive; [ ] = remark or other dose. Potency means the concentration at half of the fitted maximal effect. These rows are one share of the data; the hit share may differ from the screen's.
SMILES,Pf Dd2 growth
Cc1ccc(C)c(NC(=O)C2CC(=O)N(c3n[nH]c4cc(Br)ccc34)C2)c1 (stereo not drawn),1%
CC(=O)Nc1ccc(CN2CCCC3(CNS(=O)(=O)c4cccnc4O3)C2)cc1 (stereo not drawn),20%
Cc1scc(C(=O)NC2CC(c3cc(=O)[nH]c(N)n3)C2)c1-c1ccccc1 (stereo not drawn),-4%
COc1ccc(-c2nc(SCC(=O)N3CCN(c4ccc(F)cc4)CC3)n[nH]2)cc1,i
CCOC(=O)c1ccc(CN(Cc2ccc(OC)cc2)S(=O)(=O)c2cccc(C(F)(F)F)c2)cc1,107%[activator]
Cc1cc(C(=O)N2CCc3nn(Cc4ccccc4)c(=O)n3CC2)n(C)n1,3%
NC(=O)C1CCN(C(=O)Cn2c(-c3cccs3)cc3ccccc32)CC1,14%
COc1ccc(OC2CCN(S(=O)(=O)c3ccc(OC)cc3)CC2)cc1,i
CC(C)OCCCNc1nc2c(S(=O)(=O)c3ccccc3)nnn2c2ccccc12,3%
COc1cc2c(cc1OCC1CC1)NC(=O)C21CCN(C(=O)C(C)C)CC1,i
Cc1cc(C)n(CC(=O)NC2CCc3nn(CC4CC4)c(=O)n3CC2)c(=O)n1 (stereo not drawn),3%
CCc1ccc(-n2c(=O)c3c4c(sc3n(CC(=O)c3ccc(F)cc3)c2=O)CCC4)cc1,-16%
COCCN[C@@H]1C[C@@H]2c3[nH]c4ccccc4c3C[C@@H](C(=O)OC)N2[C@H](c2cccc(OC)c2)C1,5µM*
O=C(NCCc1ccccc1)c1cc(-c2ccccc2)nc2n[nH]c(-c3ccccc3)c12,-22%
O=C(c1cc(-c2cccc(C(F)(F)F)c2)c2nncn2n1)N1CCOCC1,15%
Cc1ccc(Cl)cc1NC(=O)N1CCCC(Cn2cnc3cccnc32)C1 (stereo not drawn),-11%
O=C(CN1CCn2nc(C(O)CO)cc2C1)Nc1ccc(Cl)cn1 (stereo not drawn),-18%
COc1ccc(-c2nn(C)c3sc(C(=O)NCCN(C)C)cc23)cc1OC,-32%
CCOc1ccccc1CN1C[C@@H](CO)[C@H](c2ccccn2)C1,?
Cc1ccc(-c2[nH]c3ccccc3c2SCCNC(=O)c2ccc(S(=O)(=O)N3CCOCC3)cc2)cc1,10µM*
CCCCS(=O)(=O)Nc1ccc([C@H]2OCC(=O)N(Cc3ccc(OC)cc3)[C@@H]2CO)cc1,-22%
CCOc1ccc(C(=O)NCCn2cc(SCC(=O)Nc3ccc4c(c3)OCCO4)c3ccccc32)cc1,?
CC1=NS(=O)(=O)N(C)C=C1C(=O)OCc1nc(-c2cccs2)no1,6%
O=C1CC(Cc2cc(N3CCCCC3)ncn2)CN1c1ccccc1 (stereo not drawn),-10%
O=C1CC2CCN(Cc3ccccn3)CC2CCN1 (stereo not drawn),7%[44.1 µM]
COc1ccc(N2CC(NC(=O)C3CC3)CC2=O)cc1 (stereo not drawn),18%
Cc1cc(C)cc(NC(=O)C2CC(=O)N(c3ccccc3)C2)c1 (stereo not drawn),i
O=C(NCCC1CCN(C(=O)Nc2ccccc2F)CC1)c1ccccc1F,?
COc1ccc(OC)c(NC(=O)CCn2cccn2)c1,15%[5.79 µM]
COc1ccc(Cc2nc3nccc(-c4cccnc4)n3n2)cc1,-13%
CC1(C(=O)NCC2CC2)CCCc2cnc(Nc3ccccc3)nc21 (stereo not drawn),-15%[44.1 µM]
Cn1cncc1C(=O)NC1CCN(c2ccc(=O)n(C)n2)CC1,-2%
CCCCN(C)CCCNC(=O)Cn1ncc2c3ccccc3n(Cc3ccccc3F)c2c1=O,5.6µM*
Cc1noc(C)c1Cc1ccc(C(=O)NC2CCc3n[nH]c(=O)n3CC2)o1 (stereo not drawn),2%
CCc1ccc(C2=CC(c3c(F)cccc3Cl)n3c(nc4ccccc43)N2)cc1 (stereo not drawn),24%
O=C1CCCN1CCC1CCN(Cc2cccc(OCC(O)CN3CCOCC3)c2)CC1 (stereo not drawn),-3%
Cc1c(Cl)cccc1NC(=O)CCOc1ccccc1,57%[activator]
Cc1nnc(N2CCCC(C(=O)NCCc3ccccc3)C2)c2nn(-c3ccccc3)c(C)c12 (stereo not drawn),?
CCOc1ccc(NC(=O)NC(CC)Cn2nnc3ccccc3c2=O)cc1 (stereo not drawn),11%
CC1CCCN1c1ncnc2c1CN(c1ccc(Cl)cc1)C(=O)CN2C (stereo not drawn),?
O=C1NCCC[C@@H]1NC(=O)[C@H]1CN(C(=O)c2cccc(F)c2)CCN1S(=O)(=O)c1ccc(F)cc1,5%
CCc1ccc(CN(Cc2ccco2)C(=O)c2ccc(OC)cc2)cc1,10%
O=C(NCc1ccc(-n2cncn2)cc1)C1NCCc2[nH]cnc21 (stereo not drawn),9%
COc1ccc(C(=O)N2CCC(Oc3ccc(-c4noc(-c5ccccc5)n4)cc3)C2)cn1 (stereo not drawn),i[5.79 µM]
Cc1nc2nc(C(F)(F)F)[nH]n2c(=O)c1Cc1ccccc1,22%
O=C1CCN(C(=O)c2cc3ccccc3[nH]2)CCOCCN1,-2%
COc1ccc(C(=O)N2CCC3(CC2)CC(OC)CCO3)cc1 (stereo not drawn),-9%
CN1CCN(C(=O)N2CCn3nc(CN4CCC(CO)CC4)cc3C2)CC1,-1%

# The closing four compounds of the part above lead into the next:
SMILES,Pf Dd2 growth
Cc1nc2nc(C(F)(F)F)[nH]n2c(=O)c1Cc1ccccc1,22%
O=C1CCN(C(=O)c2cc3ccccc3[nH]2)CCOCCN1,-2%
COc1ccc(C(=O)N2CCC3(CC2)CC(OC)CCO3)cc1 (stereo not drawn),-9%
CN1CCN(C(=O)N2CCn3nc(CN4CCC(CO)CC4)cc3C2)CC1,-1%
O=[S+]([O-])(c1ccncc1)c1nnn2c1nc(N1CCCCC1)c1ccccc12,-15%
CC1CCC(NC(=O)c2ccc3c(c2)N(Cc2ccccc2)C(=O)c2ccccc2S3=O)CC1 (stereo not drawn),?
Cc1cccc2sc(N(CCCN(C)C)C(=O)COc3ccccc3)nc12,?
Cc1ccc(-c2noc(CCC(=O)Nc3ccc(F)cc3Cl)n2)cc1,-6%
CCCCN1C(=O)[C@@H]2C[C@@H](O)CN2C2(CN(C3CCN(C(C)=O)CC3)C2)C1=O,11%[44.1 µM]
CC(C)NC(=O)N1CCC2(CC1)CN(C(=O)NC(C)C)CCO2,15%
COc1ccc(OC)c(CN2CCCn3nc(C)c(-c4cccnc4N4CCOCC4)c32)c1,i
CN1CCN(C(=O)CCc2ccc(=O)[nH]n2)CC12CCNC(=O)CC2 (stereo not drawn),4%
Nc1nonc1-c1nc2ccccc2n1Cc1cccc(Cl)c1,48%[activator]
N#Cc1ccc(S(=O)(=O)N2CCCCCCNC(=O)[C@@H]3CCCC[C@@H]32)cc1,6%
Cc1noc(-c2ccc(OC3CN(C(=O)C(C)c4ccccc4)C3)cc2)n1 (stereo not drawn),-21%[5.79 µM]
CCOC(=O)c1cccc(Nc2ccc3cc(S(=O)(=O)N4CCCCC4)ccc3n2)c1,?
Cc1ccc(-c2noc(-c3ccc(N4CCOCC4)c([N+](=O)[O-])c3)n2)cc1,30%
O=C(c1ccccc1)N1CCC(n2cc(-c3nc(-c4ccccc4)no3)nn2)CC1,?
CCOc1ccc(NS(=O)(=O)c2ccc3c(c2)CCCN3C(=O)C2CCC2)cc1,22%
Cc1ccc2oc(-c3cc(NC(=O)c4oc5ccccc5c4C)ccc3Cl)nc2c1,21%
COCCc1noc(-c2ccccc2OC2CN(C(=O)c3cnccn3)C2)n1,49%[activator]
Cc1nc(-c2cn(C3CCCN(C(=O)c4cccc(C#N)c4)C3)nn2)no1 (stereo not drawn),?
O=C(O)C1CN(Cc2ncc[nH]2)CCN(C(=O)Cc2cccs2)C1 (stereo not drawn),-1%
CCS[C@H]1CCN2C(=O)c3cc(-c4ccccc4)ccc3NC(=O)[C@H]12,11µM*
COc1ccc2cc1Nc1ccc(cc1)C[C@H](NCc1ccc(C)o1)C(=O)N(C)[C@H](C(=O)NCCC(C)C)C2,1µM*
c1cncc(-c2nc3c(c(NCc4ccccc4-n4ccnc4)n2)CNC3)c1,i
COC(=O)[C@H](NC(=O)[C@@H]1[C@@H](NC(=O)Nc2cccc(OC)c2)CCN1C(=O)CSC)C(C)C,15%
Cc1ccccc1N1Cc2c(ncnc2N2CCOCC2)N(C)CC1=O,20%
COC1CCC12CCN(C(=O)c1ccc3[nH]ccc3c1)CC2 (stereo not drawn),-15%
Cc1ccccc1OCC(=O)N1CCc2c(nc3cc(-c4ccccc4Cl)[nH]n3c2=O)C1,i
CC(C)c1nc2c(c(-c3ccc(O)cc3)n1)CCN(Cc1ccccc1)CC2,?
Cc1nc(-c2ccc(S(=O)(=O)N3CCN(c4ccc(F)cc4)CC3)cc2)co1,15%
O=C(Cn1nc(-c2cccs2)ccc1=O)NC1CCCc2c1[nH]c1c(Cl)cccc21 (stereo not drawn),-7%
COCCN1CCCCCC(O)c2cc(C(=O)N3CCN(c4ccccn4)CC3)ccc21 (stereo not drawn),i
COc1ccc(CNC(=O)CSc2ncc(S(=O)(=O)c3ccc(Br)cc3)c(=O)[nH]2)cc1,i
CC1CCC(Nc2ncnc3onc(-c4ccc(F)cc4)c23)CC1 (stereo not drawn),?
CN1C(=O)[C@H]2CN(Cc3cn[nH]c3-c3cccc(Br)c3)C[C@H]2C1=O,123%[activator]
COc1cccc(C(=O)N2CCC(N3C[C@H](O)C[C@H]3C(=O)N3CCc4ccccc4C3)CC2)c1,1.4µM*
CCCCc1nn2c(=O)cc(COC(=O)c3ccco3)nc2s1,42%[activator]
CCc1cccc(NC(=O)[C@@H]2CN(S(C)(=O)=O)C[C@H]2c2ccncc2)c1,-4%
O=C(c1ccc2ccccc2n1)N1CCN(C(=O)c2nnn3c2COC(c2ccccc2)C3)CC1 (stereo not drawn),6.3µM*
O=C(N[C@H](Cc1ccncc1)C1CC(O)C1)c1cccn2cnnc12 (stereo partly drawn),2%
CCOc1ccccc1CNC(=O)c1ccc2c(c1)N(S(C)(=O)=O)CC2,i
CC(=O)Nc1ccc(/C=C/c2nc(-c3ccccc3O)n(-c3ccccc3)n2)cc1,?
COc1ccc(OC)c(NC(=O)CSC2=Nc3ccccc3C3=NC(CCC(=O)NCCc4ccccc4)C(=O)N23)c1 (stereo not drawn),11%
O=C(NC1CC1)c1nc(-c2cccc(C(F)(F)F)c2)c2ccccn12,-19%
CC(O)c1cc2n(n1)CCN(C(=O)CN1CCCN(C)CC1)C2 (stereo not drawn),-1%
CC1(c2ccccc2)N(Cc2ncccn2)C(=O)OC12CCN(C(=O)Cc1ccc(O)cc1)CC2 (stereo not drawn),-19%
COc1ccc(S(=O)(=O)NC[C@H]2COCc3nc4ccc(C)cc4n32)cc1,-29%[44.1 µM]
COC[C@@H]1CN(S(=O)(=O)c2ccc3c(c2)CCCC3)C[C@H]1C(N)=O,7%
Cc1cccc(C)c1NC(=O)CN1C(=O)NC(c2ccccc2Cl)C2=C1COC2=O (stereo not drawn),?
COc1cccc(C(=O)N2CCCN(C(=O)C3CC3)c3ccccc32)c1OC,1%
COc1ccc(-c2nc(C3CC3)nc3c2CCN([S+](=O)([O-])c2cccc(C(F)(F)F)c2)CC3)cc1,?
CN1C(=O)C2(CCN(Cc3cccnc3)C2)c2ccccc21 (stereo not drawn),?
O=C1CC(c2nc(-c3cn4ccccc4n3)no2)CN1Cc1cccnc1 (stereo not drawn),-11%
Cc1ccc(-c2n[nH]c3c2C(c2ccccc2Cl)N(c2ccc(C(=O)O)cc2)C3=O)cc1 (stereo not drawn),-6%
COC[C@@H]1CN(C(=O)c2ccc3c(c2)OCO3)C[C@H]1c1ccccn1,-26%
CSc1ccc(-c2ccccc2CN)cc1,?
Cc1nn(C)c(C)c1CCN(C)C(=O)C1Cn2cccc2C(=O)N1C (stereo not drawn),-22%
Cc1ncoc1C(=O)N[C@@H]1CN(Cc2cccnc2)C[C@H]1CN(C)C,8%
COCCNC(=O)CCCN1C(=O)COc2ccc(C(=O)COc3c(C)ccc(C)c3C)cc21,10µM*
CCOC(=O)c1ccc(-c2ccc(/C=C(\C#N)c3nc4ccc(C)cc4[nH]3)o2)cc1,?
COc1ccc(Cl)cc1C(=O)N1CCC2(CC1)N(C)C(=O)CS2(=O)=O,-8%
Cc1cnc(C(=O)N2CC3CC(C2)[C@@H]2CCCC(=O)N2C3)cn1 (stereo partly drawn),-7%
c1ccc(CN(Cc2nc(-c3ccccn3)no2)CC2CC2)cc1,?

# In another format: entries from further up
O=C(Cn1nc(-c2cccs2)ccc1=O)NC1CCCc2c1[nH]c1c(Cl)cccc21 (stereo not drawn)
- Pf Dd2 growth: -7%
COCCN1CCCCCC(O)c2cc(C(=O)N3CCN(c4ccccn4)CC3)ccc21 (stereo not drawn)
- Pf Dd2 growth: i
COc1ccc(CNC(=O)CSc2ncc(S(=O)(=O)c3ccc(Br)cc3)c(=O)[nH]2)cc1
- Pf Dd2 growth: i
CC1CCC(Nc2ncnc3onc(-c4ccc(F)cc4)c23)CC1 (stereo not drawn)
- Pf Dd2 growth: ?

# Bioassay records (PubChem BioAssay)
